Screening results from PubChem.
TRHR enhancer: TRH receptor (human) allosteric enhancement | P34981 | TRHR cells, fluo-8 calcium fluorescence, EC20 TRH enhancement | enhancement, % at 2 µM | 360,000 compounds, 0.66% hits; in the data active = enhancement above about 30%; note: 0% is about no effect
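TRHR-expressing cells loaded with fluo-8 calcium dye were read kinetically (ex 480/em 530) during compound addition, then stimulated with an EC20 of TRH (10 nM final). Enhancement of the Gq-mediated intracellular calcium response was scored.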
D1 PAM: enhances dopamine response at the human D1 receptor; HEK293 TREx D1 cells, calcium flux, dopamine EC20 potentiation; AID 504651; potentiation, % at 10 µM; 360,000 compounds, 0.036% hits; P21728; in the data active = potentiation above about 30%; note: 0% is about no effect
Target sequence (P21728 whole entry, looked up): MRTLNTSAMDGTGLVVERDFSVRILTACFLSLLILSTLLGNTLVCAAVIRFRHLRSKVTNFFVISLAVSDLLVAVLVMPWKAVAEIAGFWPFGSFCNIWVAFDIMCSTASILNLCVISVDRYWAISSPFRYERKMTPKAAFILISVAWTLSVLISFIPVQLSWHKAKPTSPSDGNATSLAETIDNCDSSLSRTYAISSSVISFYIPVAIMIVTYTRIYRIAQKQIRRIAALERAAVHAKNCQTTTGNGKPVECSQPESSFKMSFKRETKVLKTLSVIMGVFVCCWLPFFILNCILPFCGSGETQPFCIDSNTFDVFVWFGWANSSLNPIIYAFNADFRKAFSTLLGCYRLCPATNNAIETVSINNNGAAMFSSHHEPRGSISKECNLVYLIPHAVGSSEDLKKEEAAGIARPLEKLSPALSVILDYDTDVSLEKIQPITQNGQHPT
D1 agonist: human D1 receptor agonism; P21728; AID 504660; 360,000 compounds, 1% hits; activation, % at 2 µM; HEK293 T-REx D1 cells, calcium flux, agonist mode; note: 0% is about no effect
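Tetracycline-induced HEK293 TREx D1 cells, force-coupled to calcium signalling, were dye-loaded with a no-wash calcium kit. Compound was pin-added after a 10 s baseline. Fluorescence was read kinetically at 1 cycle/s for 180 s, with calcium rises flagged as agonism.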
D1 antagonist: human D1 dopamine receptor antagonism; P21728; HEK293 TREx D1 cells, calcium flux, dopamine EC80; active compounds read low; activity change, negative = inhibition, % at 10 µM; 360,000 compounds, 3.2% hits; AID 504652; in the data active = activity change below about -30%; note: % is set by controls: 0 for no effect and ±100 for the full control effect
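Tetracycline-induced HEK293 T-REx cells with force-coupled D1 receptor were loaded with a no-wash calcium dye. Compound was added after a 10 s baseline and read kinetically for 180 s; EC80 dopamine was then added and calcium flux followed another 180 s.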
D2 antagonist: antagonizes the human D2 dopamine receptor; 340,000 compounds, 2% hits; inhibition, % at 10 µM; P14416; AID 485344; HEK293 TREx D2 cells, calcium flux, dopamine EC80; in the data active = inhibition above about 30%; note: 0% is about no effect
Target sequence (P14416 whole entry, looked up): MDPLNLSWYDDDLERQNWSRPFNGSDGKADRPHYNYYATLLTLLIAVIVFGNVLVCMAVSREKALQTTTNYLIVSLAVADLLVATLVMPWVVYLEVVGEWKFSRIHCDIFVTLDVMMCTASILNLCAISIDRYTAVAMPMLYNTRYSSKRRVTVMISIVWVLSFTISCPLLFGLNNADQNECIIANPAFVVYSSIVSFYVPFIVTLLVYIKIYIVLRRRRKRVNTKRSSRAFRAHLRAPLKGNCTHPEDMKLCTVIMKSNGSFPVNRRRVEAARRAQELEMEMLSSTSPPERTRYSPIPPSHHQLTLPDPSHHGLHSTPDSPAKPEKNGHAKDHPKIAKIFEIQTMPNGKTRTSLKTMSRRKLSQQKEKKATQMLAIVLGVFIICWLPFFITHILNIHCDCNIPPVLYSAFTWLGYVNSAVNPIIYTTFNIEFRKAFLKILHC
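Tetracycline-induced HEK293 T-REx cells expressing D2 force-coupled to calcium signalling were dye-loaded, exposed to compound for 180 s, then challenged with an EC80 of dopamine; calcium flux was followed kinetically for a further 180 s.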
RXFP1 antagonist: antagonists of human relaxin receptor RXFP1; 350,000 compounds, 0.59% hits; activity change, negative = inhibition, % at 57.5 µM; HEK293-RXFP1, relaxin-stimulated cAMP HTRF, 30 min; active compounds read low;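 active = activity change of -60% or lower, but not beyond a set lower limit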; note: % is set by controls: 0 for no effect and ±100 for the full control effect
D2 agonist: D2 dopamine receptor (human) agonism; 340,000 compounds, 0.53% hits; P14416; activation, % at 2 µM; HEK293 T-REx D2 cells, calcium flux agonist mode;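 active = activation over 3 SD above normal in the single-dose calcium agonist read, cut at about 30% in these data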; note: 0% is about no effect
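In this primary screen, compounds producing a positive calcium signal within 180 s of addition to tetracycline-induced, force-coupled HEK293 Trex D2 cells are flagged; cells are dye-loaded with a no-wash calcium kit beforehand.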
D2 PAM: positive allosteric modulators of human D2 dopamine receptor. HEK293 T-REx D2, calcium flux, EC20 dopamine potentiation. 340,000 compounds, 0.34% hits. P14416. potentiation, % at 10 µM;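 active = potentiation over 3 SD above the plate norm, cut at about 30% in these data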; note: 0% is about no effect
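Calcium flux readout, no-wash dye, 1 read/s. Inducible HEK293 Trex D2 line, overnight 30 C. Compound alone 180 s (agonist flags), then EC20 dopamine, another 180 s to score potentiation.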
TRHR ag: TRH receptor (human) agonism; TRHR cells, calcium flux fluo-8, FDSS agonist mode; 360,000 compounds, 0.18% hits; activation, % at 2 µM; P34981; note: 0% is about no effect
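TRHR-expressing cells, plated overnight in medium with 10% serum, were loaded with fluo-8 calcium dye at room temperature. After a 10 s baseline, library compound was pin-added and calcium release was recorded kinetically (ex 480/em 530) as agonist response.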
* = called active by the depositor; x = not tested or not shown; & = joins results of further samples. Cut-off read from the data, not from the text of the source, unless noted: active = activation above about 30%; inactive = the rest. An unsorted share of the library (roughly 7.1% active in at least one column).

cpd | Structure | TRHR enhancer | D1 PAM | D1 agonist | D1 antagonist | D2 antagonist
1 | NC(=O)CC(NC(=O)Cc1cccc2ccccc12)c1ccc(NCCc2ccc(F)cc2)c([N+](=O)[O-])c1 (configuration not stated) | -7 | 2 | 1 | 11 | -8
2 | COC(=O)c1c(C)sc(-c2c(-c3ccc4c(c3)OCCO4)[nH]c3[nH]c(=O)[nH]c(=O)c23)c1O | 6 | 0 | 17 | -3 | x
3 | CCOC(=O)c1ccc(NC(=O)CSc2nc3sc(C(=O)O)c(C)c3c(=O)[nH]2)cc1 | 11 | 4 | 0 | -23 | -3
4 | CC(=O)c1ccc(N(C(=O)CNC(=O)c2ccco2)C(C(=O)NC2CCCC2)c2ccncc2)cc1 (configuration not stated) | 1 | x | 7 | 12 | 8
5 | O=C(CCC(=O)Nc1ccc(F)cc1)N/N=C/c1ccccc1 | 0 | -8 | 0 | 9 | 2
6 | CCCCn1nnnc1SCC(=O)Nc1ccc(N(C)C)cc1 | 54* | -4 | 1 | 15 | -2
7 | CC(NC(=O)c1nn(C)c2c1CS(=O)(=O)c1ccccc1-2)c1ccccc1 (configuration not stated) | -27 | 0 | 1 | -13 | -11
8 | O=C(Nc1ccc(Cl)c(-c2nc3ccccc3o2)c1)c1ccc(-c2cccc([N+](=O)[O-])c2)o1 | 4 | -3 | 0 | 0 | x
9 | Cc1nn(Cc2ccccc2)c2ncccc12 | 3 | 4 | 1 | 5 | -1
10 | CCc1cccc(C)c1NC(=O)COC(=O)Cn1c(C)csc1=O | 1 | -4 | 1 | 8 | -1
11 | CCc1ccc(N=C2NC(=O)/C(=C/c3ccc(OCC(=O)O)c(OC)c3)S2)cc1 | -2 | -5 | 4 | -14 | -4
12 | Cc1cccc(NC(=O)C2CCCN2S(=O)(=O)c2ccc3nc(-c4ccccc4)[nH]c3c2)c1 (configuration not stated) | -8 | -3 | 3 | 0 | x
13 | COc1ccc(N2C(=O)/C(=C/N(C)C)NC2=S)cc1 | 2 | -3 | 1 | 14 | 0
14 | CCC(C(=O)Nc1ccccc1)c1ccccc1 (configuration not stated) | -3 | -5 | 5 | -4 | -4
15 | O=C(NCC1OCCc2ccccc21)c1ccc(NC(=O)c2ccc(Cl)cc2Cl)cc1 (configuration not stated) | -3 | -14 | 6 | -9 | -11

cpd | RXFP1 antagonist | D2 agonist | D2 PAM | TRHR ag
1 | x | 0.4 | 4 | -0.7
2 | -11 | 9.1 | -1 | 5.8
3 | -4 | 2.6 | -7 | 0.1
4 | -4 | 0.3 | 4 | 0.9
5 | 2 | -0.5 | -3 | -0.5
6 | 0 | -0.3 | -10 | 0.1
7 | 8 | 0.3 | 1 | 0.2
8 | x | -0.2 | -7 | 0.5
9 | -13 | -0.1 | 5 | 0.3
10 | -35 | -0.3 | -4 | -0.2
11 | 6 | 0.6 | -4 | 0.5
12 | -14 | 0.6 | -9 | 0.4
13 | -15 | -1.1 | 14 | -3.1
14 | x | -1.0 | -9 | 0.6
15 | x | 0.4 | -10 | 0.6

Next part.
cpd | Structure | TRHR enhancer | D1 PAM | D1 agonist | D1 antagonist | D2 antagonist
16 | Cc1cc(C)c(C(=O)Cn2nc(C(=O)O)c3ccccc3c2=O)cc1C | 24 | -4 | 5 | 2 | -12
17 | COc1ccc(C(O)c2nccc3cc(OC)c(OC)cc23)cc1OC (configuration not stated) | -4 | -2 | 3 | 9 | 6
18 | CC(NC(=O)c1ccco1)C(=O)N1CCc2ccccc2C1 (configuration not stated) | 2 | -3 | 1 | 6 | 2
19 | COc1ccc(C)cc1N1C(=N)/C(=C2/Nc3ccccc3S2)C(c2ccccc2)C1=O (configuration not stated) | 4 | -5 | 0 | -15 | 2
20 | Cc1cc(C)c(C#N)c(SCc2ccccc2C)n1 | -3 | 1 | 10 | 7 | 34*
21 | COc1ccc(CCNC(=S)NCc2cccs2)cc1OC | 1 | -2 | 3 | x | 8
22 | N#CCCn1c(SCC(=O)NCC2CCCO2)nc2ccccc21 (configuration not stated) | 4 | -4 | 2 | 4 | 18
23 | CCOc1ccc(S(=O)(=O)NCCC2=CCCCC2)c2ccccc12 | 0 | -5 | 19 | -36* | 17
24 | CCOc1cc(C(=O)Nc2cnccn2)cc(OCC)c1OCC | 5 | -1 | 1 | 4 | x
25 | CCCCC(C(=O)OCC(=O)c1ccc(OC)cc1)N1C(=O)c2ccccc2C1=O (configuration not stated) | -4 | -7 | 12 | -26 | -6
26 | Cc1ccc(Sc2cnccc2C#N)cc1 | 2 | -11 | 9 | -2 | -14
27 | Cc1nc2ccccc2c(=O)n1/N=C/c1ccccc1F | 1 | 0 | 0 | -2 | -15
28 | Cc1ccc(C)c(NC(=O)COC(=O)c2ccc(S(=O)(=O)N3CCCCC3)cc2)c1 | -5 | -6 | 1 | -16 | x
29 | Cc1cccc(OCc2nnc(SCC(=O)O)n2Cc2ccccc2)c1 | -7 | -6 | 2 | 5 | -2
30 | CN(C)S(=O)(=O)c1ccc2c(c1)C(=NNC(N)=O)c1cc(S(=O)(=O)N(C)C)ccc1-2 | 4 | -3 | 2 | 25 | -13

cpd | RXFP1 antagonist | D2 agonist | D2 PAM | TRHR ag
16 | -4 | 0.8 | 5 | -1.2
17 | 7 | 0.2 | -1 | -0.1
18 | -9 | 0.9 | -1 | -0.1
19 | -24 | 1.3 | 4 | 0.8
20 | -17 | -2.1 | 11 | 0.5
21 | 2 | -0.5 | 15 | -0.4
22 | 4 | 0.6 | -7 | 0.2
23 | -8 | 2.0 | -19 | 2.6
24 | -9 | x | 1 | 0.3
25 | 8 | 0.7 | 6 | 1.5
26 | 7 | -2.8 | -3 | -2.5
27 | 6 | 1.6 | 6 | 0.4
28 | -8 | x | -8 | 0.4
29 | 5 | -0.5 | 0 | 0.3
30 | -26 | 0.7 | -8 | -0.1

The list goes on, overlapping the part above by seven compounds.
cpd | Structure | TRHR enhancer | D1 PAM | D1 agonist | D1 antagonist | D2 antagonist
24 | CCOc1cc(C(=O)Nc2cnccn2)cc(OCC)c1OCC | 5 | -1 | 1 | 4 | x
25 | CCCCC(C(=O)OCC(=O)c1ccc(OC)cc1)N1C(=O)c2ccccc2C1=O (configuration not stated) | -4 | -7 | 12 | -26 | -6
26 | Cc1ccc(Sc2cnccc2C#N)cc1 | 2 | -11 | 9 | -2 | -14
27 | Cc1nc2ccccc2c(=O)n1/N=C/c1ccccc1F | 1 | 0 | 0 | -2 | -15
28 | Cc1ccc(C)c(NC(=O)COC(=O)c2ccc(S(=O)(=O)N3CCCCC3)cc2)c1 | -5 | -6 | 1 | -16 | x
29 | Cc1cccc(OCc2nnc(SCC(=O)O)n2Cc2ccccc2)c1 | -7 | -6 | 2 | 5 | -2
30 | CN(C)S(=O)(=O)c1ccc2c(c1)C(=NNC(N)=O)c1cc(S(=O)(=O)N(C)C)ccc1-2 | 4 | -3 | 2 | 25 | -13
31 | CCn1cc(C(=O)Nc2ccc(C)cc2C)c(=O)c2ccc(C)nc21 | 2 | -1 | 0 | -6 | 7
32 | Cc1nccn1CCCNCc1c(C(=O)N2CCCCCCC2)nc2ccc(Cl)cn12 | 19 | 3 | 1 | 9 | -7
33 | Nc1ccc(C(=O)O)c(O)c1 | -9&11&-1&3 | 6&-4&-8&-3 | 3&2&-2&-1 | -22&-8&8&9 | 13&-7&-19
34 | CCOc1ccc2noc3c2c1C(=O)c1ccccc1-3 | 1 | 2 | 98* | -24 | x
35 | CC1Oc2ccccc2N(CC(=O)N2CCCCC2)C1=O (configuration not stated) | 6 | -4 | 1 | 13 | -2
36 | CCC(C)NC(=O)c1cc(-c2cccc(OC)c2)on1 (configuration not stated) | -2 | 1 | 3 | -14 | x
37 | CC(C)(C)c1ccc(C(=O)NCCC(=O)NC2=NCCS2)cc1 | -16 | 0 | 2 | -6 | 14
38 | O=C(CSc1nc2ccccc2c(=O)[nH]1)c1ccc(O)cc1O | 16 | 7 | 9 | 23 | x
39 | O=C1c2ccccc2C(=O)N1CCOCCN1C(=O)c2ccccc2C1=O | -4 | -7 | 0 | 11 | -3
40 | CC1(C)CC(NC(=O)COc2ccccc2Cl)CC(C)(C)N1 | 1 | -2 | 2 | 1 | x
41 | CC(=O)Nc1ccc(NC(=O)CN2CCCC(C)C2)c(Cl)c1 (configuration not stated) | 0 | -8 | 0 | -8 | -5
42 | S=C(NCc1ccccc1)N1CCN(Cc2ccc3c(c2)OCO3)CC1 | -4 | -3 | 5 | -9 | 6
43 | CCOC(=O)c1c(-c2cccc([N+](=O)[O-])c2)csc1NC(=O)CCCOc1ccccc1 | -1 | -3 | 18 | 0 | -8
44 | O=C(CN(C(=O)CCC(=O)Nc1ccccn1)c1ccc2c(c1)OCCO2)NCCc1ccccc1 | -1 | 1 | -1 | -7 | 8
45 | CC1(C)C2CCC1(CS(=O)(=O)NC(CC(=O)O)c1cccc(Br)c1)C(=O)C2 (configuration not stated) | 5 | -1 | -2 | 13 | -7

cpd | RXFP1 antagonist | D2 agonist | D2 PAM | TRHR ag
24 | -9 | x | 1 | 0.3
25 | 8 | 0.7 | 6 | 1.5
26 | 7 | -2.8 | -3 | -2.5
27 | 6 | 1.6 | 6 | 0.4
28 | -8 | x | -8 | 0.4
29 | 5 | -0.5 | 0 | 0.3
30 | -26 | 0.7 | -8 | -0.1
31 | x | 0.5 | 14 | -0.2
32 | -11 | -1.7 | -1 | -1.0
33 | -3 | -1.5&1.5&2.4 | 4&5&4 | 0.5&-0.5&0.1&0.1
34 | x | x | x | 46*
35 | -8 | -3.0 | x | -1.2
36 | -13 | -1.2 | 12 | 0.0
37 | -2 | 0.5 | -1 | 0.0
38 | -11 | x | x | 5.5
39 | 2 | 0.1 | -20 | -0.3
40 | -1 | x | x | 0.0
41 | -22 | 1.8 | -5 | 0.6
42 | 5 | 0.0 | 2 | 0.5
43 | 9 | 1.1 | -2 | 1.6
44 | 7 | 0.0 | -4 | -0.3
45 | -8 | 2.3 | 19 | 1.0

(list continues)
cpd | Structure | TRHR enhancer | D1 PAM | D1 agonist | D1 antagonist | D2 antagonist
46 | CC(=O)CSc1nnc(C(F)(F)F)n1C | -6 | -6 | 2 | -13 | x
47 | O=C1/C(=C\c2ccncc2)CCc2ccccc21 | 0 | 2 | 14 | -19 | -2
48 | Cc1ccccc1C(=O)Nc1nncs1 | -3 | 0 | 0 | 7 | 10
49 | Cc1ccccc1N1CCN(Cc2ccc(Br)o2)CC1 | -5 | -10 | 4 | -3 | 24
50 | CCOC(=O)C1CCCN(S(=O)(=O)c2cc(-c3onc(C)c3C)ccc2OC)C1 (configuration not stated) | 3 | -4 | 3 | 10 | x
51 | Nc1nc(-c2ccc(Cl)cc2)nn1C(=O)c1cccnc1 | -4 | -5 | 3 | 8 | 9

cpd | RXFP1 antagonist | D2 agonist | D2 PAM | TRHR ag
46 | -13 | x | x | 1.0
47 | x | -0.1 | -24 | -0.5
48 | 11 | -0.1 | -9 | -0.2
49 | -65* | 0.3 | -9 | 0.1
50 | -35 | -0.5 | 3 | -0.3
51 | -5 | -0.6 | 22 | -0.9
